# BLM helicase inh: inhibitors of human Bloom syndrome helicase BLM | AID 2528 | P54132 | Potency, µM (top dose mostly 56.1 µM), inactives show at the highest dose activity change, negative = inhibition, most hits filed as inhibitors | hit rate 0.2% among 350,000 | recombinant BLM DNA unwinding, fluorescence dequenching;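 note: plate controls were vehicle for no effect and no enzyme for full effect; nearly all actives have a fitted effect of over 35% in size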
# JMJD2A Tudor: blocks the human JMJD2A Tudor domain; Potency, µM (titrated, usually from 114 µM), without a hit: at the top dose activity change, negative = inhibition, actives largely listed as inhibitors; hit rate 4.4% among 390,000; AlphaScreen JMJD2A-Tudor / H3K4me3 peptide binding; O75164; note: % is set by controls: 0 for no effect and ±100 for the full control effect; nearly all actives have a fitted effect of over 50% in size
# Pol eta inh: blocks human DNA polymerase eta activity | Q9Y253 | recombinant Pol eta, fluorescent DNA replication assay | Potency, µM (doses to about 114 µM), for inactives: at the top dose activity change, negative = inhibition, hits mostly inhibitors | hit rate 1.2% among 390,000 | AID 588591; note: % is set by controls: 0 for no effect and ±100 for the full control effect
#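 Pol eta (10 nM) was preincubated with compounds for 15 min at room temperature, after which fluorescent replication substrate (50 nM final) was added to start the reaction. Fluorescence was read kinetically at 0 and 10 min.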
# G9a inh: G9a (human) methyltransferase inhibition. Q96KQ7. G9a H3K9 monomethylation, AlphaScreen, 2 h. Potency, µM (top dose mostly 102 µM), for the others: at the top dose activity, negative = inhibition, most hits filed as inhibitors. hit rate 8.8% among 350,000. AID 504332; note: % is set by controls: 0 for no effect and ±100 for the full control effect; nearly all actives have a fitted effect of over 75% in size
# Target sequence (Q96KQ7 913-1193 limits assumed): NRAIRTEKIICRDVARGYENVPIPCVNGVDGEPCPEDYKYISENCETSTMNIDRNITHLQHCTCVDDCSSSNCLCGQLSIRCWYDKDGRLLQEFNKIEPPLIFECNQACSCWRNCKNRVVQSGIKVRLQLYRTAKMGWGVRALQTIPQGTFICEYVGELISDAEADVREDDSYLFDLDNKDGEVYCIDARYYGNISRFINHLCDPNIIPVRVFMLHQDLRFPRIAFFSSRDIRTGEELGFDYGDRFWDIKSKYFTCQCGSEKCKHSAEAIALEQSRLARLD
#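 Readings reflect AlphaScreen signal from monomethyl-H3K9 antibody detection. HMT at 20 nM; substrate b-H3K9 500 nM; cofactor SAM 20 uM; 2 h RT reaction; compounds tested as titrations in qHTS with 15 min preincubation.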
# Pol kappa inh: DNA polymerase kappa (human) inhibition | Q9UBT6 | purified Pol kappa, fluorescent DNA synthesis assay, 10 min | Potency, µM (highest dose often 107 µM), inactives show top-dose activity, negative = inhibition, actives largely listed as inhibitors | hit rate 0.53% among 400,000 | AID 588579; note: % is set by controls: 0 for no effect and ±100 for the full control effect
#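 Activity was followed as the change in fluorescence between reads at 0 and 10 min after starting the reaction with 50 nM substrate. Beforehand, 10 nM polymerase had been preincubated with compound for 15 min at room temperature.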
# APE1 inh: inhibitors of human APE1 endonuclease; P27695; hit rate 0.35% among 350,000; Potency, µM (doses to about 65.8 µM), for the others: at the highest dose activity change, negative = inhibition, hits mostly inhibitors; recombinant APE1, TAMRA/BHQ-2 abasic DNA cleavage fluorescence; AID 2517;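 note: plate controls were vehicle for no effect and reference inhibitor for full effect; nearly all actives have a fitted effect of over 55% in size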
# Target sequence (P27695 whole entry, looked up): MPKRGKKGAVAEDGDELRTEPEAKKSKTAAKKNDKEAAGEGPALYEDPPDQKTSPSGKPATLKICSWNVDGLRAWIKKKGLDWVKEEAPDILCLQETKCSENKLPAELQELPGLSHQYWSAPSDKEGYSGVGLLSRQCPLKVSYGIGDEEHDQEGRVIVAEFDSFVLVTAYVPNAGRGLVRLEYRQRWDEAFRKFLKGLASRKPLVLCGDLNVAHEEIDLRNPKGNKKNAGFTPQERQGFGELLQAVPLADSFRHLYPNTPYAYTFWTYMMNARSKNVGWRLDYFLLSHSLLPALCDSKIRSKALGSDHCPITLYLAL
#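 Readout is kinetic fluorescence (ex 525, em 598 nm) from cleavage of 50 nM TAMRA/BHQ-2 THF abasic duplex by 0.75 nM APE1, compound added 15 min beforehand at RT.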
# POLI inh: DNA polymerase iota (human) inhibition | Q9UNA4 | Pol iota fluorescent replication assay, 10 min | Potency, µM (series often up to 115 µM), inactives show at the highest dose activity, negative = inhibition, hits mostly inhibitors | hit rate 1% among 390,000
#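 Fluorescent replication assay read twice, at 0 min and 10 min after adding 50 nM (final) substrate. Enzyme (10 nM) and compounds were first incubated 15 min at room temperature; enzyme-free buffer wells were negative controls.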
# BAZ2B block: blocks human BAZ2B; Potency, µM (top dose mostly 114 µM), without a hit: at the highest dose activity change, negative = inhibition, actives largely listed as inhibitors; AID 504333; hit rate 4.4% among 360,000; AlphaScreen BAZ2B-H3K14Ac peptide displacement; Q9UIF8; note: % is set by controls: 0 for no effect and ±100 for the full control effect; nearly all actives have a fitted effect of over 60% in size
#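 AlphaScreen displacement of biotin-H3(5-23)K14Ac peptide (50 nM final) from BAZ2B (50 nM final) in PBS pH 7.4, 0.01% Tween-20; complex preformed 30 min RT, then compounds (top 110 uM) 30 min RT, beads 20 min dark.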
# POLB inh: blocks human DNA polymerase beta activity. P06746. Pol beta primer extension/strand displacement, fluorescence kinetic. Potency, µM (doses to about 114 µM), for inactives: at the highest dose activity change, negative = inhibition, hits mostly inhibitors. hit rate 1.3% among 340,000; note: % is set by controls: 0 for no effect and ±100 for the full control effect
#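 Curves were derived by four-parameter Hill fits of normalized qHTS data. The kinetic fluorescent primer-extension read was taken at 0 and 10 min after 50 nM substrate, following a 15 min room-temperature preincubation of 10 nM enzyme with compounds.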
# Active calls of the source: *; ? = inconclusive; nt = no result given; [ ] = another dose, or the depositor's remark. Calls come from the whole dose curve; as a rule, active = well fitted curve in the direction sought with a large enough effect; inconclusive = small, poorly fitted or top-dose-only effect, or another doubt; inactive = no such curve, though single readings can be large; an effect the other way counts as inactive or inconclusive. Potency is the fitted concentration of half-maximal effect. These rows are one share of the data, so the mix of outcomes need not match the whole.
SMILES,BLM helicase inh,JMJD2A Tudor,Pol eta inh,G9a inh,Pol kappa inh,APE1 inh,POLI inh,BAZ2B block,POLB inh
CCC1CCCCN1CC(O)Cn1c2ccccc2n2c(=O)cc(C)c(C#N)c12 (stereo not given),102%[activator],0%,-17%,-1%[59 µM],0%,3%,8%,-2%,27%
COc1ccc(Cn2nnnc2CN2CCC(O)(c3ccccc3F)CC2)cc1,-3%,-14%,-21%,nt,8%,0%,75%[activator],8%,47%
Cc1nc2nc(-c3ccc(F)cc3)cn2nc1C,1%,5%,-2%,-11%,-11%,25%,?,8%,1%
COc1ccc(Nc2c3c(nc4ccc(NC(=O)/C=C/c5cc(OC)c(OC)c(OC)c5)cc24)CCCC3)cc1OC,-11%,?,3%,16µM*,?,nt,?,10µM*,23%
COc1cc(NS(=O)(=O)c2ccc(-c3ccc(=O)[nH]n3)o2)cc(OC)c1OC,-2%,-10%,-4%,-13%,-5%,8%,-18%,-16%,15%
O=C(c1cc2ccccc2oc1=O)N(Cc1cccs1)C1CCS(=O)(=O)C1 (stereo not given),-1%,-9%,-6%,4%[12.7 µM],-6%,-5%,-3%,6%,9%
COC(=O)C(C)Oc1ccc(Oc2nc(Cl)ccc2Cl)cc1 (stereo not given),-7%,113%[activator],0%,201%[activator],-8%,-5%,24%,138%[activator],-6%
c1ccc(-c2ccc(C3CCCN3)cc2)cc1 (stereo not given),2%,-13%,-5%,-10%[2.33 µM],-1%,-4%,0%,-2%,-3%
COc1ccc(CNC(=O)CN(Cc2ccc(OC)cc2)C(=O)c2csnn2)cc1,-5%,-5%,-16%,11%,-4%,4%,13%,-5%,1%
CS(=O)(=O)Nc1nc2n(n1)C(c1ccc(F)cc1)CC(c1ccccc1)N2 (stereo not given),3%,-17%[11.4 µM],12%,1%,-6%,1%,2%,-15%,-8%
CC1(C)C2CCC1(CS(=O)(=O)N1CCOCC1)C(=O)C2 (stereo not given),-3%,0%,-13%,-7%[59 µM],-5%,-3%,4%,-1%,0%
Cc1ccccc1OCC(=O)N/N=C/c1ccc(Sc2nc3ccccc3s2)o1,-12%,-17%,-1%,-4%,-14%,-4%,3%,1%,?

# Another view of part of the listing above:
> O=C(c1cc2ccccc2oc1=O)N(Cc1cccs1)C1CCS(=O)(=O)C1 (stereo not given)
  BLM helicase inh = -1%
  JMJD2A Tudor = -9%
  Pol eta inh = -6%
  G9a inh = 4%[12.7 µM]
  Pol kappa inh = -6%
  APE1 inh = -5%
  POLI inh = -3%
  BAZ2B block = 6%
  POLB inh = 9%
> CS(=O)(=O)Nc1nc2n(n1)C(c1ccc(F)cc1)CC(c1ccccc1)N2 (stereo not given)
  BLM helicase inh = 3%
  JMJD2A Tudor = -17%[11.4 µM]
  Pol eta inh = 12%
  G9a inh = 1%
  Pol kappa inh = -6%
  APE1 inh = 1%
  POLI inh = 2%
  BAZ2B block = -15%
  POLB inh = -8%

# Other entries.
SMILES,BLM helicase inh,JMJD2A Tudor,Pol eta inh,G9a inh,Pol kappa inh,APE1 inh,POLI inh,BAZ2B block,POLB inh
O=C(COC(=O)c1ccc(S(=O)(=O)N2CCCCC2)cc1)NCc1ccccc1,nt,-3%,0%,nt,-19%,15%,75%[activator],nt,nt
O=C1OCC/C1=C\c1ccc(O)cc1,-5%,3%,?,-11%[2.33 µM],11%,10%,11%,5%,28%
O=C(c1cc2nc(-c3ccccc3)cc(-c3ccccc3)n2n1)N1CCCC1,-1%,-5%,?,-5%,-7%,?,49%[activator],-1%,-27%
O=C(c1ccc(Cn2cc(Br)cn2)cc1)N1N=C(C(F)F)CC1(O)C(F)F (stereo not given),-4%,-20%,-21%,5%,-23%,-4%,-4%,-2%,0%
O=C(NCC(c1cccnc1)N1CCc2ccccc2C1)C(=O)Nc1ccc(F)cc1F (stereo not given),-5%,-24%,-21%,?,-16%,nt,-9%,?,-6%
CCOC(=O)c1ccc(N2CN(C3CCCCC3)CNC2=S)cc1,1%,-9%,-10%,3%,-10%,-5%,8%,-3%,14%
CCOc1ncccc1C(=O)N=C1SCCN1C(=O)c1cccnc1OCC,-4%,-11%,-10%,?,-10%,-2%,87%[activator],-9%,23%
Cn1ccc(NC(=O)Nc2cccc(C(F)(F)F)c2)n1,-5%,-2%,-9%,8%,-4%,9%,12%,-12%,-2%
CCOC(=O)c1c(S(=O)(=O)N2CCCC(C(=O)NCc3ccccc3OC)C2)c(C)n(C)c1C (stereo not given),-1%,-24%,-10%,3%[59 µM],2%[60.1 µM],nt,6%,1%,20%
O=C(Nc1cccc(C(F)(F)F)c1)C1CCCN(S(=O)(=O)c2cccc3nonc23)C1 (stereo not given),-1%,-2%,2%,-2%[59 µM],-5%,nt,-21%,3%,-1%
CC1CN(C(c2cccs2)c2sc3ncnn3c2O)CC(C)O1 (stereo not given),2%,-14%,-7%,0%[59 µM],-4%,-4%,24%,-1%,6%
Cc1ccc(S(=O)(=O)C2(C(=O)N3CCN(c4ccccc4F)CC3)CC2)cc1,-8%,-5%,-17%,15%,1%,30%,8%,-8%,1%
CC(C)(C)C(=O)/C=C/c1ccc(Oc2ccccc2)cc1,-7%,108%[activator],-5%,-10%[2.33 µM],-6%,-1%,12%,36%,-29%
N=C1S/C(=C\c2ccco2)C(=O)N1c1nccs1,-2%,-32%,?,35µM*,-36%,?,?,?,?
O=C(O)C(c1ccccc1)C1(O)CCCCC1 (stereo not given),-3%,-7%,1%,5%[2.33 µM],18%,1%,11%,0%,8%
COc1ccccc1N1CCN(S(=O)(=O)c2cc(-c3cc(C)no3)ccc2C(C)C)CC1,-10%,-11%,-16%,-31%,2%,24%,6%,?,?
CCCN1CCN(C(=O)Nc2ccc(OCC)cc2)CC1,-3%,2%,-3%,?,4%,6%,15%,-2%,14%
COC(=O)c1cc(S(=O)(=O)N2CCC(C(N)=O)CC2)oc1C,-1%,-12%,16%,15%,13%,2%,22%,-6%,-1%
Cc1ccc2oc(=O)n(CC(=O)c3ccc(F)cc3)c2c1,-2%,-9%,-2%,nt,-1%,12%,90%[activator],4%,13%
CC(C)CN(C(=O)Cn1ccccc1=O)C1CCS(=O)(=O)C1 (stereo not given),nt,-6%,-21%,7%[12.7 µM],-1%,17%,35%[activator],6%,nt
CCCc1c(C(=O)N/N=C/c2ccccc2OCc2ccc(F)cc2)nnn1-c1nonc1N,-3%,3%,5%,nt,13%,3%,-4%,0%,33%
CCOc1cc2[nH]c(=S)n(CCCCC(=O)NCc3ccco3)c(=O)c2cc1OCC,1%,-25%,-5%,17%[59 µM],-14%,23%,9%,12%,-1%
O=C(Nc1ccccc1N1CCN(c2ccccc2)CC1)C1CCCCC1,2%,-14%,-14%,32%[59 µM],-6%,1%,-8%,1%,23%
O=C(c1cc(-c2ccco2)on1)N1CCCc2ccccc21,-22%,56µM*,79µM*,13µM*,79µM*,12%,?,?,35µM*
Cc1noc(C)c1COC(=O)/C=C/c1ccccc1Cl,-6%,116%[activator],-17%,163%[activator],-1%,?,64%[activator],177%[activator],-1%
CNc1ccccc1C(=O)OC(C)C(=O)Nc1ccc(S(=O)(=O)N2CCCC2)cc1 (stereo not given),-11%,3%,-13%,11%,-19%,-29%,0%,-2%,-18%
CC(=O)Nc1c(O)nc(SCC(=O)Nc2c(C)cccc2C)[nH]c1=O,1%,-23%,-14%,?,-7%,2%,-1%,3%,0%
CC(C)=CCC/C(C)=C/CNC(=O)C[C@H]1C[C@H](C(=O)N2CCCCC2)[C@@]2(C)c3[nH]c4ccc(Cl)cc4c3CCN2C1=O,nt,-12%,-10%,nt,11%,38%,-4%,nt,nt
COC(=O)c1sc(NC(=O)c2ccc(C)o2)nc1C,-9%,-19%,-3%,3%[59 µM],-6%,0%,4%,-5%,27%
CCCCCCCCNC(=O)c1cnsn1,1%,24%,-12%,67%[activator],3%,-2%,28%,18%,-1%
O=C(Cn1cnc2c(nnn2-c2ccccc2)c1=O)NCc1ccc(F)cc1,-8%,?,-1%,?,-42%,?,?,?,?
COc1ccc(CN2C(=O)c3ccccc3C2C(=O)NC2CCCC2)c(OC)c1 (stereo not given),-4%,-7%,-7%,?,-5%,0%,-15%,16%,18%
O=C(O)c1ccccc1C(=O)OCCCCOC(=O)c1ccccc1C(=O)O,-3%,-32%,-2%,3%[59 µM],-13%,-7%,-10%,?,2%
O=C(Oc1ccccc1)N1CCC2(CC1)CN(c1ccccn1)C2,0%,nt,nt,-1%[12.7 µM],6%[60.1 µM],0%,nt,nt,nt
CCOC(=O)c1ccc(-c2ccc3c(=O)c4ccccc4n(C)c3c2)cc1F,-5%,-29%,?,4%,-18%,30%,?,-3%,-2%
O=C(c1ccc(OC2CCN(C/C=C/c3ccc(F)cc3)CC2)cc1)N1CCCC1,0%,-21%,-1%,nt,-5%,5%,15%,-11%,29%

# 5 of the entries above in order of the APE1 inh value, descending.
structure | APE1 inh
CC(C)=CCC/C(C)=C/CNC(=O)C[C@H]1C[C@H](C(=O)N2CCCCC2)[C@@]2(C)c3[nH]c4ccc(Cl)cc4c3CCN2C1=O | 38%
O=C(c1ccc(OC2CCN(C/C=C/c3ccc(F)cc3)CC2)cc1)N1CCCC1 | 5%
O=C(Oc1ccccc1)N1CCC2(CC1)CN(c1ccccn1)C2 | 0%
CCCCCCCCNC(=O)c1cnsn1 | -2%
CNc1ccccc1C(=O)OC(C)C(=O)Nc1ccc(S(=O)(=O)N2CCCC2)cc1 (stereo not given) | -29%

# Next section:
SMILES,BLM helicase inh,JMJD2A Tudor,Pol eta inh,G9a inh,Pol kappa inh,APE1 inh,POLI inh,BAZ2B block,POLB inh
Cc1cc(C(=O)OC(C)C(=O)NC2CCCCC2C)c(C)o1 (stereo not given),nt,-12%,-8%,-3%,-6%,26%,10%,-1%,nt
Cn1cccc1C(=O)C(=O)Nc1ccc(Cl)cc1,-1%,-3%[11.4 µM],-23%,34%[0.501 µM],-7%,-6%,-9%,-31%,33%[activator]
Cc1[nH]nc2c1C(c1ccsc1C)C(C#N)=C(N)O2 (stereo not given),0%,-24%,10%,79µM*,0%,2%,15%,1%,-19%
CCCCN(CC)c1ncnc2c1sc1nc(N3CCOCC3)c3c(c12)CCCC3,-4%,-21%,-10%,10%[59 µM],-14%,nt,-2%,7%,1%

# Compound activity (PubChem BioAssay)
